Mdm2 MdmX PPI = inhibitors of human Mdm2/MdmX interaction. inhibition, % at 8 µM. 330,000 tested, 3% active. AID 485346. SaOS-2 split-luciferase Mdm2/MdmX complementation, luminescence. O15151+Q00987;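 active = inhibition of at least 50% at 8 µM in the primary screen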
Target sequence (O15151 whole entry, looked up): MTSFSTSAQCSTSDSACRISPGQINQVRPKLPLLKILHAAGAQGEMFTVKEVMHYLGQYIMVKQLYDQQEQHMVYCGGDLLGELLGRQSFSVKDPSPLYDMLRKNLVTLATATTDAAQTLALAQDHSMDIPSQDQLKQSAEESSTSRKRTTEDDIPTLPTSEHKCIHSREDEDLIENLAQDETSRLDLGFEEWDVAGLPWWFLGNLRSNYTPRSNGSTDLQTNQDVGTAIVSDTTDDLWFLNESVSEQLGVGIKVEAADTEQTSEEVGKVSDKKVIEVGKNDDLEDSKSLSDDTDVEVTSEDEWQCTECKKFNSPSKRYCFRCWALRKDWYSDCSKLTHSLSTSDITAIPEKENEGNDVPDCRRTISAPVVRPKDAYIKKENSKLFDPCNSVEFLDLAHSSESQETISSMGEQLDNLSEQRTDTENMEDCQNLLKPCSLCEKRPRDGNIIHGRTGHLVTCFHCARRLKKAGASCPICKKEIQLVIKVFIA
Target sequence (Q00987 whole entry, looked up): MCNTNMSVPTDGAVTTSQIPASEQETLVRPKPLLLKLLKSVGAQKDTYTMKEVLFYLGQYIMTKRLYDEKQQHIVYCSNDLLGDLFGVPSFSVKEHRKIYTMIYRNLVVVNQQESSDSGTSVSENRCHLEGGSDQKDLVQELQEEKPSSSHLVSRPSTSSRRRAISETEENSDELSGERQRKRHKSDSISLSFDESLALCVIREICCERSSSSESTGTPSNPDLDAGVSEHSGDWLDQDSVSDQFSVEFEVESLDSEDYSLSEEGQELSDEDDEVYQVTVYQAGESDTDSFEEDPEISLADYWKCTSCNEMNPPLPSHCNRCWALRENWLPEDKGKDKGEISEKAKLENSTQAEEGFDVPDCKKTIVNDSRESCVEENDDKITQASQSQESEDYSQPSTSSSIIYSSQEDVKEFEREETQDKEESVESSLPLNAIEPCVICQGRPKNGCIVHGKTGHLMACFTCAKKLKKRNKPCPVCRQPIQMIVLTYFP
EBI2 antag = EBI2 (human) antagonism; EBI2 beta-arrestin recruitment, luminescence, 7a,25-OHC stimulated; inhibition, % at 5 µM; P32249; 360,000 tested, 0.81% active; in the data active = inhibition above about 38%;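 note: enzyme fragment complementation signal reports receptor beta-arrestin coupling in cells; 0% = agonist plus DMSO wells and 100% = wells without agonist; some results beyond the cut were filed as inactive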
UPR CHOP act = apoptotic UPR (CHOP) activation. 330,000 tested, 0.34% active. CHO-CHOP luciferase reporter, luminescence; percent of tunicamycin response over DMSO baseline. activation, % at 10 µM;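 active = at 10 µM dose, activation of 40% or more, normalized to positive control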;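 note: 100% = tunicamycin at 10 µg/mL and 0% = DMSO alone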
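Evaluation: % reporter activation, DMSO baseline versus tunicamycin full activation; System: CHO-CHOP luciferase reporter cell line; Input: 500 cells/well; Incubation: 6 h compound treatment, 37 °C; Measured by: Steady-Glo luciferase luminescence; Dosing: one dose, 10 µM in 0.5% DMSO; Buffer or medium: F12 medium, 10% FBS; Benchmarks: positive tunicamycin 10 µg/mL, negative DMSO alone.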
697 NFkB inh = inhibitors of the PMA/ionomycin-induced NF-kB reporter in 697 B cells | 697 B-cell NF-kB luciferase reporter, 16 h | inhibition, % at 4 µM | 330,000 tested, 0.33% active | AID 435022; in the data active = inhibition above about 35%
CXCR6 inh = inhibitors of human CXCR6 receptor. inhibition, % at 20 µM. AID 602244. 360,000 tested, 0.36% active. CHO-K1 PathHunter CXCR6 beta-arrestin, luminescence. O00574; in the data active = inhibition above about 34%, passing the limit was not always enough;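 note: antagonist mode with CXCL16 agonist at 10 nM final; 0% = 10 nM CXCL16 with DMSO and 100% = unstimulated wells without agonist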
UPR XBP1 act = adaptive UPR (XBP1) activation | CHO-XBP1 luciferase reporter, IRE1-XBP1 UPR activation, luminescence; percent of tunicamycin response, DMSO as zero | activation, % at 20 µM | 330,000 tested, 0.33% active;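 active = versus positive control, 20 µM dose yields 30% or more activation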;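 note: 100% = tunicamycin at 10 µg/mL and 0% = DMSO only wells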
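Assay system: IRE1-XBP1 luciferase reporter CHO line. Input: 1000 cells/well. Buffer or medium: F12 with 10% serum. Doses: 20 µM, 1% DMSO. Times: overnight seeding at 37 °C, 6 h compound treatment at 37 °C. Technique: Steady-Glo luciferase glow luminescence, 10 min after reagent addition.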
Jurkat NFkB inh = inhibitors of the PMA/ionomycin-induced NF-kB reporter in Jurkat cells; inhibition, % at 4 µM; PMA/ionomycin-induced NF-kB luciferase reporter, luminescence; AID 435003; 330,000 tested, 0.53% active; in the data active = inhibition above about 50%
Gli-Sufu block = antagonists of Gli-Sufu signaling | 340,000 tested, 0.74% active | inhibition, % at 5 µM | Sufu-KO-LIGHT fibroblasts, Gli luciferase reporter luminescence;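 active = inhibition above about 55%, limit read from the data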;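 note: 0% = DMSO-treated cells and 100% = wells with medium but no cells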
CCR6 antag = CCR6 (human) receptor antagonism; P51684; CHO-K1 CCR6 PathHunter beta-arrestin, luminescence, CCL20-stimulated; inhibition, % at 20 µM; 340,000 tested, 0.49% active;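 active = compounds whose inhibition of the agonist-driven luminescence signal at 20 µM reaches about 50%, limit read from the data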;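 note: cells stimulated with CCL20 at 14 nM final; plate controls were DMSO with CCL20 for no effect and DMSO without agonist for full effect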
Active calls of the source: *; . = no result given. This is a random part of the collection; about 5% have a hit in one of these screens.

SMILES | Mdm2 MdmX PPI | EBI2 antag | UPR CHOP act | 697 NFkB inh | CXCR6 inh | UPR XBP1 act | Jurkat NFkB inh | Gli-Sufu block | CCR6 antag
COc1ccccc1CNc1nc2ccccc2n1CCN1CCCCC1 | 21 | 14 | 1.2 | -12 | 1 | -3 | 9 | 15 | 11
CCOC(=O)c1c(C)[nH]c(C(=O)OC(C)C(=O)NCc2ccccc2)c1C (stereo not drawn) | -8 | 5 | 3.1 | 1 | 0 | -7 | -1 | -23 | 14
N#C/C(=C\c1ccc(C(=O)O)cc1)c1nc2sc3c(c2c(=O)[nH]1)CCCC3 | . | 7 | . | . | -1 | . | . | 3 | 8
O=C(CSc1nc2ccccc2[nH]1)NCc1ccco1 | -10 | 0 | 2.1 | -22 | -3 | 8 | -9 | -9 | 2
Cc1ccc(/C=N/NC(=O)c2nnn(-c3nonc3N)c2CSc2ccc(Cl)cc2)o1 | 20 | -6 | 1.5 | -7 | 6 | -2 | 2 | -3 | 23
Cc1ccc2cc(C)c(SCC(=O)Nc3ccc(S(=O)(=O)N4CCCC4)cc3)nc2c1 | 33 | 2 | 0.8 | -31 | 2 | -1 | -1 | 9 | 1
O=C(Nc1ccc(S(=O)(=O)Nc2nccs2)cc1)c1cccc(F)c1 | -1 | 2 | -1.0 | 1 | 4 | -3 | 6 | -30 | -1
CN(C)S(=O)(=O)c1cccc(C(=O)OCC(=O)NCc2ccccc2)c1 | 16 | 7 | -2.9 | 4 | -1 | 3 | -8 | 11 | -11
CCO[C@@H]1OC(C(=O)NC2CC2)=C[C@H](c2ccc(Br)cc2)[C@H]1CCCO | -21 | -24 | 1.4 | -2 | 8 | -1 | 0 | 26 | 4
Cc1cccc(-c2nc3c(c(SCC(=O)N4CCOCC4)n2)COC(C)(C)C3)c1 | 7 | -1 | -0.7 | 12 | -5 | -3 | -9 | 2 | 17
CCC(C)NC(=O)c1ccc(NS(=O)(=O)c2ccc3[nH]c(=O)[nH]c3c2)cc1 (stereo not drawn) | 1 | -4 | 0.7 | 6 | 4 | -2 | 14 | 18 | 4
COc1ccc(N2CCN(C3CC(=O)N(C)C3=O)CC2)cc1 (stereo not drawn) | -4 | -3 | -1.9 | 7 | 0 | 2 | 11 | 67* | 12
CC(=O)N(C)C1=C(O)c2ccccc2C(=O)C1=O | 32 | -1 | 1.1 | 23 | 8 | 0 | 14 | 10 | 14
CC1(C)N=C(c2ccc(Cl)cc2)C(=O)N1 | -4 | -23 | 0.5 | 4 | 4 | -1 | -1 | -4 | -8
COc1ccc(CN2CCNC(=O)C2CC(=O)N(C)CC2CCOCC2)c(F)c1 (stereo not drawn) | 12 | 5 | 0.5 | 0 | 5 | -8 | -2 | -14 | -16
CCc1ccc2[nH]c(=O)c(CN(CCCN3CCOCC3)C(=O)Nc3ccc(F)cc3)cc2c1 | 8 | -7 | -0.4 | -12 | -4 | 8 | -3 | -1 | 14
Clc1cccc2sc(N3CCOCC3)nc12 | -20 | -1 | 1.8 | -59 | 2 | 4 | -16 | -14 | -13
O=C(O)c1ccc2c(c1)C(=O)N(c1cccc3ccccc13)C2=O | 10 | -8 | -0.9 | -11 | 5 | -6 | -13 | 11 | 3
Cc1c(NC(=O)C(C)OC(=O)c2c3c(nc4ccccc24)CCC3)c(=O)n(-c2ccccc2)n1C (stereo not drawn) | 7 | 3 | -0.2 | -7 | -4 | -2 | 2 | 8 | 5
COc1ccc(-c2cc(=O)oc3cc(OCC(=O)NCCN4CCOCC4)ccc23)cc1 | 28 | 5 | -0.6 | 2 | 1 | -4 | 3 | 20 | 0
CC(C)CN(C(=O)CCNC(=O)c1ccc(Cl)cc1)C1CCS(=O)(=O)C1 (stereo not drawn) | 11 | -12 | 0.1 | 5 | -2 | 1 | 22 | 8 | -1
COc1ccc(NC(=O)Cn2c(-c3ccccc3)cc(C(C)=O)c2C)c(OC)c1 | 16 | -6 | -1.3 | 13 | 4 | 0 | -5 | 3 | 17
COc1ccc(-c2ccnc3nc(/N=C/N(C)C)nn23)cc1 | 0 | . | 0.2 | 7 | . | 0 | 29 | 2 | 2
CCOC(=O)c1cc2ccccc2n1CC(=O)c1ccccc1 | 2 | 3 | 0.8 | -2 | 5 | -4 | -36 | 17 | 5
CCOC(=O)CCc1c(C)c(C#N)c2nc3ccccc3n2c1-n1ccnc1C | -4 | -13 | -0.9 | 11 | 2 | 1 | 9 | 6 | 15

Continued.
SMILES | Mdm2 MdmX PPI | EBI2 antag | UPR CHOP act | 697 NFkB inh | CXCR6 inh | UPR XBP1 act | Jurkat NFkB inh | Gli-Sufu block | CCR6 antag
Cc1cc(C)n(CC(O)COc2ccc(F)cc2)n1 (stereo not drawn) | 13 | -5 | 1.1 | 3 | -5 | 5 | -9 | -3 | 3
CCOC(=O)C1CCCN(C(=O)Cc2ccc(OC)c(OC)c2)C1 (stereo not drawn) | 6 | 7 | -1.1 | 0 | 0 | -2 | 0 | 48 | -14
CCOC(=O)N1CCN(C(=O)c2cn(CC)c3ccc(S(=O)(=O)N4CC(C)CC(C)C4)cc3c2=O)CC1 (stereo not drawn) | 10 | 2 | -0.4 | 18 | -4 | 3 | 25 | 12 | 7
COc1ccc2c(CC(=O)Nc3ccc(OC)c(S(=O)(=O)N4CCOCC4)c3)coc2c1 | 11 | 16 | 0.6 | 9 | -9 | -1 | 8 | -12 | 5
CCc1nc(SCC(=O)N2CCCC2)c2ccccc2n1 | 5 | -14 | -1.3 | 2 | -6 | 9 | -7 | -4 | 7
CCCN1CCc2c(sc3nc(SC)n(-c4ccccc4)c(=O)c23)C1 | 13 | -8 | -0.7 | -7 | -4 | 0 | -20 | 10 | 9
COc1ccc(OC)c(Cc2nnc(CCC(=O)N3CCCCC3)o2)c1 | -2 | -13 | 6.6 | -16 | 4 | 0 | -26 | 14 | 9
CC(Nc1nc(-c2cccnc2)nc2ccccc12)c1ccc(F)cc1 (stereo not drawn) | 12 | 29 | 2.1 | -11 | -6 | 1 | -3 | 5 | -4
COc1cccc(-c2cc(N)nn2C(=O)Nc2ccc(Cl)cc2)c1 | 11 | 1 | 0.6 | -16 | -7 | 3 | -25 | -17 | -9
COCCN(CCOC)C(=O)CC(=O)N(CCOC)CCOC | -7 | 1 | 0.2 | -5 | -3 | 2 | 16 | -5 | -3
CC(=O)NC(CC(=O)NNC(=O)c1cccs1)c1ccccc1 (stereo not drawn) | 11 | -5 | 0.7 | -15 | 6 | -4 | -8 | -14 | -4
COc1ccc(Nc2nc(NCc3ccco3)nc(N/N=C/c3ccccc3)n2)cc1 | 14 | 5 | -0.2 | 2 | -27 | -3 | -14 | -17 | 2
Clc1ccc(-c2nnn(Cc3nc4ccccc4s3)n2)cc1 | -49 | -8 | 1.3 | -54 | -2 | 1 | -42 | -5 | 23
Cc1ccc(N=CC=C2OC(C)(C)C(C)(C)O2)cc1 | 4 | -6 | 3.4 | -35 | -9 | 2 | -12 | -1 | 3
CN(C)c1nc(C#N)nc(N(C)C)n1 | -35 | -9 | -0.3 | 14 | -1 | 1 | -8 | -20 | 4
COCC(=O)Oc1c(S(=O)(=O)c2ccc(C)cc2)c(C)nn1C(C)(C)C | -3 | 5 | 0.7 | 1 | -15 | -5 | 12 | 0 | 0
CN(CC(=O)NCc1ccc(F)cc1)S(=O)(=O)c1ccc2c(c1)c(=O)n(C)c(=O)n2C | 30 | -5 | -0.1 | -17 | -3 | -4 | 9 | 0 | 6
CCN(CC)CC(=O)N1CCCC(N2CCN(c3cccc(C(F)(F)F)c3)CC2)C1 (stereo not drawn) | 5 | -1 | 2.1 | -15 | 2 | 3 | -8 | 2 | -2
COc1ccc(NC(=S)NNS(=O)(=O)c2ccc3ccccc3c2)c(OC)c1 | 14 | -11 | -0.1 | -3 | -8 | 2 | 5 | -5 | -5
CCOc1ccc(CNC(=O)c2ccccc2NC(=O)C2=CSCCO2)cc1 | 14 | 3 | -1.3 | -23 | 3 | -4 | 16 | -10 | 18
Fc1ccc(NCc2nnc3n2CCCCC3)cc1 | 11 | 7 | -0.6 | 10 | 9 | -3 | -14 | -5 | 15
O=C(Nc1ccc(Cl)cc1Cl)c1cccc(N2C(=O)C=CC2=O)c1 | -27 | -4 | 4.5 | 14 | 105* | -4 | 0 | 9 | 47
Cc1cc(C)c2cc(CN(Cc3cccnc3)C(=O)c3ccc(F)cc3)c(Cl)nc2c1 | 7 | 9 | 6.8 | -8 | 4 | 8 | -30 | -57 | 21
COc1ccc(C2N=C(c3ccccc3)NC(c3ccccc3)=N2)cc1 | -2 | 6 | 2.1 | -5 | -6 | 0 | -3 | 1 | 17
CN(C)S(=O)(=O)c1cccc(NC(=O)CSc2nncn2-c2ccccc2)c1 | 26 | -10 | -2.0 | -29 | -1 | 0 | -10 | 10 | 15

Compounds shown so far that have a COOH group (two):
SMILES | Mdm2 MdmX PPI | EBI2 antag | UPR CHOP act | 697 NFkB inh | CXCR6 inh | UPR XBP1 act | Jurkat NFkB inh | Gli-Sufu block | CCR6 antag
N#C/C(=C\c1ccc(C(=O)O)cc1)c1nc2sc3c(c2c(=O)[nH]1)CCCC3 | . | 7 | . | . | -1 | . | . | 3 | 8
O=C(O)c1ccc2c(c1)C(=O)N(c1cccc3ccccc13)C2=O | 10 | -8 | -0.9 | -11 | 5 | -6 | -13 | 11 | 3

Other structures:
SMILES | Mdm2 MdmX PPI | EBI2 antag | UPR CHOP act | 697 NFkB inh | CXCR6 inh | UPR XBP1 act | Jurkat NFkB inh | Gli-Sufu block | CCR6 antag
CCOc1ccc2c(c1)C(=NNC(=O)c1ccccn1)c1cc(OCC)ccc1-2 | . | 24 | . | . | -3 | . | . | 11 | -7
CC1CCCC(C)N1CCCNC(=O)c1cc2c(s1)-c1ccccc1OC2 (stereo not drawn) | 61* | -4 | 2.5 | -22 | 6 | -4 | -22 | 2 | 10
CCCCNC(=O)c1cc(C)nc2ccccc12 | 14 | 2 | -1.8 | 4 | -4 | -2 | 6 | 9 | -2
CCOC(=O)c1c(NC(=O)COC(=O)CC(NC(C)=O)c2ccccc2)sc(C(=O)NC)c1C (stereo not drawn) | 7 | -1 | -1.9 | 19 | -3 | -1 | -1 | 8 | -12
CC1(C)CC2CC(C)(CN2C(=O)COC(=O)c2cccc(O)c2)C1 (stereo not drawn) | 1 | -9 | -0.4 | 11 | 3 | 5 | 19 | -10 | 7
O=C(CCC(F)(F)F)N1CCCC(CO)(CCc2ccccc2)C1 (stereo not drawn) | 1 | -5 | 1.9 | 4 | -4 | -1 | -5 | 1 | 13
Cc1nn(CCOc2ccccc2)c(=O)n1-c1c(F)cccc1F | -8 | 4 | 0.1 | -35 | 1 | 2 | -64 | -65 | -2
O=C(Nc1ccc(NC(=S)NC(=O)c2ccccc2Cl)cc1)c1cccc(Cl)c1 | 17 | 3 | 4.5 | -47 | 2 | -1 | 19 | -4 | 35
CCSc1ccc(-c2ccco2)nn1 | 10 | -9 | 3.5 | 10 | -3 | 2 | 8 | -46 | 9

An excerpt from above with just Mdm2 MdmX PPI.
Compound	Mdm2 MdmX PPI
CC1(C)CC2CC(C)(CN2C(=O)COC(=O)c2cccc(O)c2)C1 (stereo not drawn)	1
CCCCNC(=O)c1cc(C)nc2ccccc12	14
Cc1nn(CCOc2ccccc2)c(=O)n1-c1c(F)cccc1F	-8

Bioassay records deposited in PubChem by Sanford-Burnham Center for Chemical Genomics.
